Screening data deposited in PubChem BioAssay by several laboratories.
GPR7 antagonist: GPR7 receptor antagonists, primary screen, cell-based, fluorescence, single concentration; Neuropeptides B/W receptor type 1 (Homo sapiens), P48145; GPR7-expressing cells, fluorescence antagonist assay; inhibition, % at 4.4 µM; actives 1.1% (n = 290,000); AID 1861, 2009; in the data active means inhibition above about 16%, passing the limit was not always enough;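 further: cells stimulated with the agonist NPW; 0% = agonist with vehicle and 100% = vehicle without agonist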
Target sequence (P48145 whole entry, looked up): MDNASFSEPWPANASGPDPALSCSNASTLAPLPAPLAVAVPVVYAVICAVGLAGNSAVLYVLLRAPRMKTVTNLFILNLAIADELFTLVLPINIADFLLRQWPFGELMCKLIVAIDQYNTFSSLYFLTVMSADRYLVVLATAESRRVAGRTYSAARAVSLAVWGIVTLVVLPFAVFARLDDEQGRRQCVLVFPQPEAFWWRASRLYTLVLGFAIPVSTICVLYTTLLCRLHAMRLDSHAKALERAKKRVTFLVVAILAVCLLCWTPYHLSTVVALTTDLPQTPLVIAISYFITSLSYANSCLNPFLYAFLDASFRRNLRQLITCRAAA
HCV NS3 hel inh: inhibitors of HCV NS3 helicase, primary screen, biochemical, Cy5 molecular beacon fluorescence; inhibition, % at 10.9 µM; actives 0.56% (n = 290,000); Hepatitis C virus NS3 helicase; NS3 helicase DNA unwinding;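 active means inhibition above the mean of all tested compounds plus 3 SD, set per campaign, cut at about 35% in these data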;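 further: 0% = DMSO wells and 100% = thioflavine S control wells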
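test system = hepatitis C virus NS3 helicase domain fragment enzyme | reagent = annealed dual-labelled DNA beacon duplex, ATP-started | times = 1 h at 25 °C | detection = Cy5 fluorescence, 0 and 60 min reads | read-out basis = percent inhibition from t60/t0 fluorescence ratio | control set = DMSO and thioflavine S | replication = one well per compound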
GalR3 antag: GalR3 antagonists in HEK293 cells, primary screen, cell-based, fluorescence readout; inhibition, % at 3 µM; actives 0.44% (n = 360,000); HEK293 GalR3-CNG cAMP membrane potential fluorescence; galR3 body fused to GalR1 C-terminus;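 active means inhibition above the screen-wide average plus 3 SD, cut at about 13% in these data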;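 further: forskolin and galanin both at EC90 stimulate the cells; cAMP rise reported by CNG channel membrane potential dye signal; 0% = forskolin plus galanin with DMSO and 100% = forskolin alone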
Target sequence (O60755 1-299 limits assumed): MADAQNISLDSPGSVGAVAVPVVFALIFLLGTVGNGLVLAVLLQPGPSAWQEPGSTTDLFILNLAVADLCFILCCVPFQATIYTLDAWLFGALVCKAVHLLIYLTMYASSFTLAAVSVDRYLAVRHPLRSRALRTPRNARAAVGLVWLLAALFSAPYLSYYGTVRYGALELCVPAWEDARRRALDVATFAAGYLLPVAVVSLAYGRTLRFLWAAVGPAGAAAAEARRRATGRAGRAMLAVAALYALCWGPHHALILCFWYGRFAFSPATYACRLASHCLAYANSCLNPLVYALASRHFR
VIM-2 inh: VIM-2 metallo-beta-lactamase inhibitors, primary screen, biochemical, epi-absorbance readout, Pseudomonas aeruginosa enzyme | actives 0.89% (n = 290,000) | purified VIM-2, nitrocefin hydrolysis, epi-absorbance fluorescence | inhibition, % at 5.6 µM;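 active means inhibition above the mean of all tested compounds plus 3 SD, cutoff set per screening run, cut at about 7.5% in these data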;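 further: red hydrolysis product quenches plate fluorescence so inhibitors raise well fluorescence; 0% = enzyme with DMSO and 100% = DMSO without enzyme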
IMP-1 inh: IMP-1 metallo-beta-lactamase inhibitors, primary screen, biochemical, epi-absorbance readout, Pseudomonas aeruginosa enzyme | metallo-beta-lactamase IMP-1 (Pseudomonas aeruginosa) | purified IMP-1, nitrocefin hydrolysis, epi-absorbance fluorescence | inhibition, % at 5.6 µM | actives 0.45% (n = 290,000) | AID 1556, 2009;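 active means inhibition above the mean plus 3 SD of all compounds in the same screening run, cut at about 4.5% in these data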;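 further: 0% = IMP-1 with DMSO and 100% = DMSO wells lacking enzyme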
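Assay system: purified IMP-1; Quantity: IMP-1 0.2 nM before substrate addition; Medium: HEPES buffer pH 7.1 with ZnSO4 and Brij 35; Incubation: 15 min enzyme–compound preincubation, then 25 min nitrocefin reaction, 25 °C; Signal: fluorescence quenching readout, ex 480/em 530 nm; Controls: DMSO with and without IMP-1; Repeats: singlicate testing.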
V1aR counter: agonists of human V1a receptor, primary screen, counter-screen for OXTR agonist project, fluorescence, CHO-V1R cells. Vasopressin V1a receptor (Homo sapiens), P37288. Fluo-8 calcium fluorescence, agonist mode; 0% DMSO, 100% 3 nM vasopressin. activation, % at 3 µM. actives 0.25% (n = 320,000). AID 2797, 2010;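 active means activation above the mean activation of all tested compounds plus 3 SD, per screening run, cut at about 20% in these data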;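 further: signal is peak over basal fluorescence ratio across a 100 second FLIPR read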
Target sequence (P37288 whole entry, looked up): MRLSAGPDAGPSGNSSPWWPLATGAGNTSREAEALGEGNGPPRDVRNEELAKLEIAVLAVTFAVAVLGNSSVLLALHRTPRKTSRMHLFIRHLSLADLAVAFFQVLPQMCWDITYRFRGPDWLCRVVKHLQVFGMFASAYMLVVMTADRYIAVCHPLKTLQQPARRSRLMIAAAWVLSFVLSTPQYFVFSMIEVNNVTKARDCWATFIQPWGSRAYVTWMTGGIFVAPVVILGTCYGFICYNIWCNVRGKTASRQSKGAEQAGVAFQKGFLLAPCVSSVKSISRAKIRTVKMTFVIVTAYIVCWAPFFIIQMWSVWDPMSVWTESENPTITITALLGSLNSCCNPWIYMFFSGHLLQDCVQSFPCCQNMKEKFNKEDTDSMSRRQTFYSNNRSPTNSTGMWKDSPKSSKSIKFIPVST
PHOSPHO1 inh: PubChem AID 1565; Phosphoethanolamine/phosphocholine phosphatase (Homo sapiens), Q8TCT1; recombinant PHOSPHO1, absorbance phosphatase assay; inhibition, % at 13.3 µM; actives 1.1% (n = 290,000); in the data active means inhibition above about 60%
OXTR ag: human OXTR agonists, primary screen, fluorescence, CHO-OTR cells, Fluo-8 calcium; Oxytocin receptor (Homo sapiens), P30559; Fluo-8 calcium fluorescence; normalized: DMSO 0%, oxytocin 100%; activation, % at 3 µM; actives 0.32% (n = 320,000); AID 2435, 2010;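 active means activation above the mean of all tested compounds plus 3 SD, cutoff set per screening run, cut at about 20% in these data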;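 further: peak over basal fluorescence ratio from a 100 s FLIPR kinetic read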
FID counter: compounds displacing fluorescent DNA intercalator, primary screen, artefact control for HCV NS3 helicase inhibitor project, biochemical, FID fluorescence. DNA fluorescent intercalator displacement. inhibition, % at 7.9 µM. actives 0.17% (n = 290,000); in the data active means inhibition above about 37%;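 further: 0% = vehicle and 100% = reference compound; higher means more ethidium bromide displaced from hairpin DNA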
* = called active by the depositor; x = no result given.

SMILES	GPR7 antagonist	HCV NS3 hel inh	GalR3 antag	VIM-2 inh	IMP-1 inh	V1aR counter	PHOSPHO1 inh	OXTR ag	FID counter
COc1cc(-c2nnc(SCC(=O)N3c4ccccc4Sc4ccccc43)o2)cc(OC)c1OC	-8	-2	-2	-1.7	1.3	0.5	-32	-0.5	5
CCc1nc(N2CCN(CC(=O)NCC3CCCO3)CC2)c(C#N)c2c1COC(C)(C)C2 (stereo not given)	2	-5	-2	1.4	0.6	0.8	40	0.4	-25
C/C=C(\C)CN1CCC(Oc2cccc(C(=O)NCc3ccccn3)c2)CC1	-11	-2	-1	-0.7	-2.5	1.0	41	-0.4	3
O=C1CN(C(=O)CSc2nnc(Nc3ccccc3)s2)c2ccccc2N1	1	8	-2	-1.6	-2.0	0.9	-20	-0.1	-18
CC(C)CNc1nc(=S)nc(N(C)C)[nH]1	1	5	-4	-1.4	-0.2	0.1	-11	-0.1	-6
O=C(COc1ccc2c3c(c(=O)oc2c1)CCC3)NCCCN1CCOCC1	-4	5	0	24*	0.4	0.1	62*	0.3	8
c1ccc(-c2nc(N3CCN(c4ccccc4)CC3)nc(-n3ccnc3)n2)cc1	14	-9	0	-2.6	-3.1	-0.3	11	0.2	-7
CCCCOc1ccc(C(=O)NN2CCN(C)CC2)cc1	1	-2	2	-1.0	-5.1	-0.1	-2	-0.2	0
Cc1sc2c(=O)n3c(nc2c1C(=O)NC1CCCCC1)CCCCC3	6	-6	0	-1.0	-0.6	-0.4	14	-2.0	-2
O=C(CN1C(=O)COc2ccccc21)NCCC1=CCCCC1	-7	-2	-3	-4.2	-3.8	-0.9	28	-2.0	-7
CC(=O)N/C(=C\c1ccc(C)o1)C(=O)NCc1ccccc1	-1	20	-9	-3.7	-1.8	0.7	x	-0.2	-9
Cc1ccccc1Nc1nnc(SCc2cc([N+](=O)[O-])cc3c2OCOC3)s1	-2	-5	x	1.3	-6.9	-0.3	90*	-0.2	-12
Cc1cccc(C(=O)OCC(=O)Nc2sc3c(c2C#N)CCC3)c1	-11	2	2	-3.8	-2.5	0.0	-12	-0.8	-4
CC(C)(C)c1ccc(NNC(=O)C2CCC2)cc1	-6	-3	0	-1.3	-1.0	1.3	3	1.0	-4
COC(=O)c1cnn2c(C(F)(F)F)cc(-c3ccco3)nc12	-9	18	-5	0.8	-3.5	-0.6	30	-1.1	-9
CCN(CC)CCCNC(=S)N(Cc1cccnc1)Cc1cc2cccc(C)c2[nH]c1=O	-1	-14	-6	2.2	-0.5	1.1	41	-0.7	22
CNc1nc(Nc2ccc([N+](=O)[O-])cc2)nc(OCC(F)(F)F)n1	-19	14	-14	-2.3	-0.8	-0.9	24	-1.5	-3
CCOCCCNC(=O)c1cc(Cl)c(NC(=O)C2=C(C)OCCS2)cc1OC	-3	-1	0	1.5	-2.7	-0.4	42	-2.2	-34
Cc1cc(NC(=O)CCC(=O)N(Cc2cccs2)C(C(=O)NC2CCCC2)c2ccccc2)no1 (stereo not given)	-5	-4	-1	-2.3	-2.8	-1.2	1	-1.9	-37
O=C1CCCN1CCCNS(=O)(=O)c1cccc(F)c1	-1	4	-3	-1.6	-1.6	0.3	40	0.3	4
Cc1cc(C)nc(N2CCCC(C(=O)NCc3ccc4c(c3)OCO4)C2)n1 (stereo not given)	-4	3	0	-0.7	-2.6	0.0	15	-2.4	-15
Cc1[nH]nc(N)c1-c1ccc(Cl)cc1	2	-14	-3	-2.1	-3.0	0.3	30	0.2	-2
COCCCN1C(=O)c2ccc(C(=O)Nc3ccc(C)cc3C)cc2C1=O	3	9	-1	-2.0	-2.2	1.3	33	-1.4	-25
CCCNC(=O)C(=O)Nc1cc2c3c(c1)CCC(=O)N3CCC2	-11	4	-6	0.1	-1.5	-0.2	55	0.8	-16
COc1cccc(NC(=O)c2cccc(N3C(=O)C4C5C=CC(C5)C4C3=O)c2)c1 (stereo not given)	1	-7	-2	-1.2	2.2	3.9	41	3.3	-15
Cc1cc(C)cc(NC(=S)N2CCCC2)c1	-2	-1	0	-2.2	-3.2	x	13	x	-4
CN(CC1CCOCC1)C(=O)CC1C(=O)NCCN1Cc1ccc(-c2ccccc2)cc1 (stereo not given)	-1	-4	9	-1.8	-1.3	-0.3	49	1.2	-26
Cc1ccc(S(=O)(=O)c2nc(S(C)(=O)=O)sc2N2CCC(O)CC2)cc1	-11	2	-6	-1.9	-1.4	1.1	21	0.4	-11
N#C/C(=C\c1c(Cl)cccc1Cl)c1nc2ccccc2o1	-6	-6	2	-3.1	-2.0	-0.2	7	-0.7	-3
O=[N+]([O-])c1ccc(NCCNCCOc2nonc2-c2ccccc2)c([N+](=O)[O-])c1	-2	-6	-7	-6.1	-3.4	-0.8	21	1.0	10
Cc1ccccc1CN1CCN(Cc2cc3ccccc3o2)CC1CCO (stereo not given)	-13	-10	-1	-2.5	-2.6	1.1	18	0.9	-7
COc1ccccc1NC(=S)N1CCN(Cc2ccccc2)CC1	-4	2	-3	0.7	-1.1	0.0	18	0.0	1
CCCCSc1nc(C)c(CC(=O)O)c(=O)[nH]1	-9	-7	-2	0.8	-1.4	0.6	14	0.5	-18
CC(C)C(C)NC(=O)COc1ncnc2ccccc12 (stereo not given)	4	1	-3	-0.8	-3.4	0.5	0	-0.2	-3
CC(NC(=O)C(=O)NN=C1CCCCCCCCCCC1)c1ccccc1 (stereo not given)	-9	2	1	-1.8	-2.9	1.6	27	-2.9	-10
O=C(Nc1ccc(-n2cccc2)cc1)C1CC1	-7	9	-1	-0.5	-1.5	0.6	-20	0.1	3
CN(C1CCCCC1)C(CNS(=O)(=O)c1ccccc1)c1ccccc1 (stereo not given)	0	-8	-11	-0.7	-1.9	1.9	38	-2.8	13
COc1cc(C(=O)NCc2ccc(-c3nc4ccccc4o3)cc2)cc(OC)c1OC	-12	8	-3	-6.2	-4.1	0.1	-17	-1.4	6
Cc1nc(CN(C)C(=O)c2cc(COc3ccc4ncccc4c3)on2)cs1	6	1	68*	-2.2	-1.4	13	19	18	-27
Cc1[nH]c2ccc(Br)cc2c(=O)c1CN1CCCCC1	-3	-10	-1	3.3	2.9	0.3	21	2.2	15
O=C(COC(=O)C(Cc1ccccc1)NC(=O)c1ccccc1)c1ccccc1 (stereo not given)	2	-4	-1	-2.4	-2.9	4.1	-3	0.6	-19
O=C(CCC(=O)N/N=C/c1ccc(Br)s1)NCc1ccccc1	-8	6	-3	-4.4	-2.8	-1.4	12	-1.6	-7
O=c1[nH]c(=O)n([C@H]2C[C@H](O)[C@@H](CO)O2)cc1F	-10	1	x	1.9	0.3	1.5	13	0.5	-3
CC(C)CC(C(=O)NCC1CCCO1)N(C(=O)Cn1nnc(-c2ccc(F)cc2)n1)c1ccccc1F (stereo not given)	-10	-1	-4	-2.2	-1.3	0.0	-12	-1.5	-25
CC(=O)CCc1oc2ccc(C)cc2c1-c1ccccc1	-12	-18	-4	-1.0	-3.4	-1.3	12	-0.7	-13
CCOCCCNC(=O)c1ccc(Br)cc1	-5	-1	-1	0.5	-2.4	0.5	-21	1.2	-6
O=C(NCCN1CCOCC1)C(=O)NCC1OCCN1C(=O)c1ccc(Cl)cc1 (stereo not given)	-1	8	x	-3.1	-4.3	0.9	-4	-0.2	-6
O=C(CCNC(=O)c1ccccc1)N=Nc1c(O)[nH]c2ccccc12	-6	1	-1	-0.3	-0.8	0.7	20	-0.1	-4

Reprinted from the entries so far, two compounds:
SMILES	GPR7 antagonist	HCV NS3 hel inh	GalR3 antag	VIM-2 inh	IMP-1 inh	V1aR counter	PHOSPHO1 inh	OXTR ag	FID counter
O=C(NCCN1CCOCC1)C(=O)NCC1OCCN1C(=O)c1ccc(Cl)cc1 (stereo not given)	-1	8	x	-3.1	-4.3	0.9	-4	-0.2	-6
O=C(CCNC(=O)c1ccccc1)N=Nc1c(O)[nH]c2ccccc12	-6	1	-1	-0.3	-0.8	0.7	20	-0.1	-4

Later entries
SMILES	GPR7 antagonist	HCV NS3 hel inh	GalR3 antag	VIM-2 inh	IMP-1 inh	V1aR counter	PHOSPHO1 inh	OXTR ag	FID counter
COc1ccccc1CCC(=O)Nc1nccs1	3	0	-4	-0.3	-1.2	0.2	10	-0.8	-4
COc1cccc(CNC(=O)C2CCN(c3nn4c(=O)cc(C)nc4s3)CC2)c1	-10	1	2	-6.5	-3.5	0.3	50	-0.1	-17
CCCCSc1nc(C)cc(C)c1S(=O)(=O)c1ccccc1C	-1	-6	-1	-2.1	-0.7	1.0	16	-0.6	2
CCn1cc(Br)c(C(=O)N(C)Cc2ccccc2)n1	1	0	-3	-5.9	-4.0	0.0	-6	0.2	-10
COc1ccc(/C=N/NC(=O)c2ccc(Br)o2)cc1Cn1cc([N+](=O)[O-])cn1	-6	-4	-10	-2.4	-2.8	-1.3	1	-2.2	-13
O=C(Nc1ccc(S(=O)(=O)N2CCCCC2)cc1)c1ccco1	3	-19	1	-2.4	-2.1	1.4	42	0.2	-11
C#CCOCCOCCOCCNc1nc(N2CCN(C(=O)[C@H](CCC(=O)O)n3cc(C(N)Cc4ccc(O)cc4)nn3)CC2)nc(N2CCN(C(=O)[C@H](Cc3cc4ccccc4[nH]3)n3cc(C(N)CC(C)C)nn3)CC2)n1 (stereo not given in full)	-11	-63	x	-1.3	-4.3	0.5	36	-0.2	25
CCOC(=O)c1c(C(C#N)C#N)cc(C)nc1C	-2	-6	-7	0.0	4.3	-0.8	10	1.3	-1
Cc1ccc(S(=O)(=O)NCCCNS(=O)(=O)c2ccccc2[N+](=O)[O-])cc1	-6	1	-11	-1.5	-3.2	1.5	25	2.5	-7
CC(=O)c1cc2c(cc1NC(=O)CN1CCN(c3ccc(F)cc3)CC1)OCO2	-8	0	5	-3.4	-1.4	0.6	-14	-0.4	-7
COc1ccc(-c2[nH]ncc2CN2C[C@@H]3CCC[C@H]2C3)c(F)c1	-11	-3	-5	-3.2	-2.7	0.2	39	0.4	0
Cc1cccc(OCc2nc(C#N)c(N3CCCC3)o2)c1	-1	-19	2	-0.9	0.4	-1.0	42	-3.0	-20
COc1c(C)cc(C(=O)C2CCCN(C(=O)/C=C/c3ccccn3)C2)cc1C (stereo not given)	-5	4	3	-0.7	-3.7	1.6	40	-2.4	-28
N#C/C(=C\c1cccc([N+](=O)[O-])c1)C(=O)Nc1cccnc1	-10	7	-1	-2.2	-2.0	-0.5	-5	-0.1	-6
